Compound activity (PubChem)
Rac1 act GTP bind: GTP binding modulators of activated mutant Rac1, primary screen, biochemical, bead-based flow cytometry, multiplex, fluorescent GTP; Ras-related C3 botulinum toxin substrate 1 (Homo sapiens), P63000; hit rate 0.11% among 190,000; GST-Rac1 activated beads; actives lie on both sides; 100% means binding = to untreated wells; percent activity (GTP binding), % at 10 µM;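 active means GTP binding at least 20 percentage points away from the 100% baseline, in either direction, so actives lie on both sides; inconclusive means Compound likely fluorescent itself, or too few beads counted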
Rab2A wt mod: modulators of GTP binding to Rab2A wildtype, primary screen, biochemical, dog, bead-based flow cytometry, multiplex. Ras-related protein Rab-2A (Canis lupus familiaris), P61105. GST-Rab2 wt beads, Bodipy-GTP binding. GTP binding activity, % at 10 µM. hit rate 0.19% among 190,000;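 active means GTP binding activity at least 20 points away from 100%, either lowered or raised; inconclusive means signal likely due to the compound's own green fluorescence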;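 further: 0% = beads with excess unlabeled GTP and 100% = no-compound control corrected for plate trend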
Avidin fluor: green autofluorescence of compounds with avidin beads – biophysical, 488/530 nm, flow cytometry, artefact control, profiling panel; compound fluorescence 488/530 nm; active compounds read high; fluorescence (KMESF) at 10 µM; hit rate 0.38% among 220,000; AID 1775, 2009; in the data active means fluorescence above about 47; further: inactives centre near 10
HRas wt GTP bind: modulators of GTP binding to HRas wildtype, primary screen, biochemical, bead-based flow cytometry, multiplex. GTPase HRas (Homo sapiens), P01112. GST-Ras wt beads, Bodipy-FL-GTP binding; actives lie on both sides. GTP binding activity, % at 10 µM. hit rate 0.14% among 190,000. AID 759, 2007;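 active means GTP binding activity at least 20% away from the 100% baseline, either lowered as inhibitor or raised as activator; inconclusive means flagged as likely green fluorescent, judged across all proteins in the well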;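 further: 0% = unlabeled GTP competition control and 100% = no-compound control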
Target sequence (P01112 whole entry, looked up): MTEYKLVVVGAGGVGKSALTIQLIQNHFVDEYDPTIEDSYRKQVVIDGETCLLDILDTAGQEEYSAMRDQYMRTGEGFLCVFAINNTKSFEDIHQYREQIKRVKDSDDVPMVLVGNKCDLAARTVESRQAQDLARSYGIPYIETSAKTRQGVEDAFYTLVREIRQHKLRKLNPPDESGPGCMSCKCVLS
Rab7 wt GTP bind: modulators of GTP binding to Rab7, primary screen, biochemical, wildtype, multiplex bead flow cytometry; Rab7 GTPase wild type (dog), Bodipy-FL-GTP binding; GST-Rab7 beads, fluorescent GTP binding; actives lie on both sides; untreated = 100%, excess cold GTP = 0%; GTP binding activity (percent of control), % at 10 µM; hit rate 0.055% among 190,000;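 active means fluorescent GTP binding to Rab7 beads changed by at least 20 points from the 100% baseline, either direction, mostly lower; inconclusive means compound itself probably fluorescent, or too few beads counted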;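 further: median green fluorescence of bound Bodipy-FL-GTP per Rab7 bead population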
ABCB1 inh: ABCB1 efflux pump inhibitors, primary screen, cell-based, multiplex, flow cytometry, ABCG2 counter-screen. ATP-dependent translocase ABCB1 (Homo sapiens), P08183. CCRF-Adr cells, JC-1 efflux. inhibition, % at 6.6 µM. hit rate 0.067% among 190,000; in the data active means inhibition above about 40%;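 further: 0% = vehicle and 100% = reference inhibitor; higher value means more JC-1 retained so stronger ABCB1 efflux block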
Cdc42 wt GTP: modulators of GTP binding to wildtype Cdc42, primary screen, biochemical, multiplex bead flow cytometry, Bodipy-GTP; Cell division control protein 42 homolog (Homo sapiens), P60953; GST-Cdc42 beads; actives lie on both sides; percent activity (GTP binding), % at 10 µM; hit rate 0.2% among 190,000;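 active means percent activity GTP binding at least 20 points away from the 100% baseline, either down as inhibitor or up as activator; inconclusive means compound flagged as likely green fluorescent from well-wide comparison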;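 further: median bead fluorescence of bound Bodipy-FL-GTP at 100 nM; 0% = excess unlabeled GTP control and 100% = no compound control; below 100% means less GTP binding so inhibitor and above means activator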
Target sequence (P60953 whole entry, looked up): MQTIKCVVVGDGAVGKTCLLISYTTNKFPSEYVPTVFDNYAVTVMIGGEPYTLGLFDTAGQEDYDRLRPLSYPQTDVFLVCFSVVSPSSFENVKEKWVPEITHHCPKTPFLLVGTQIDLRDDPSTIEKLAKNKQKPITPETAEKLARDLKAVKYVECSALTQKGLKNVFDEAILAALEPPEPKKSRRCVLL
GSH bead fluor: compound fluorescence on glutathione beads, profiling panel, artefact control, biophysical, 488/530 nm, flow cytometry; GSH beads flow cytometry, compound fluorescence 488/530 nm; active compounds read high; fluorescence (KMESF) at 10 µM; hit rate 0.25% among 190,000; in the data active means fluorescence above about 89;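 further: glutathione beads carrying GST-tagged Bcl family fusion proteins plus one bare bead set; values are compound well signal with DMSO vehicle wells as background; inactives centre near 16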
Rac1 wt GTP bind: wildtype Rac1 GTP binding modulators, primary screen, biochemical, GST-Rac1 beads, flow cytometry, multiplex. fluorescent GTP binding; actives lie on both sides; 0 = cold GTP competed, 100 = untreated. GTP binding activity (% of control), % at 10 µM. Ras-related C3 botulinum toxin substrate 1 (Homo sapiens), P63000. hit rate 0.27% among 190,000;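 active means GTP binding activity at least 20 points away from the 100% control level, either lower or higher; inconclusive means compound flagged as likely green fluorescent, judged across all proteins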
ABCG2 block: ABCG2 efflux pump inhibitors, primary screen, multiplex with ABCB1, IgMXP3 cells, flow cytometry; Broad substrate specificity ATP-binding cassette transporter ABCG2 (Homo sapiens), Q9UNQ0; JC-1 efflux; inhibition, % at 6.6 µM; hit rate 0.1% among 190,000;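 active means inhibition above 80%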;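 further: 0% = DMSO and 100% = nicardipine control wells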
Target sequence (Q9UNQ0 whole entry, looked up): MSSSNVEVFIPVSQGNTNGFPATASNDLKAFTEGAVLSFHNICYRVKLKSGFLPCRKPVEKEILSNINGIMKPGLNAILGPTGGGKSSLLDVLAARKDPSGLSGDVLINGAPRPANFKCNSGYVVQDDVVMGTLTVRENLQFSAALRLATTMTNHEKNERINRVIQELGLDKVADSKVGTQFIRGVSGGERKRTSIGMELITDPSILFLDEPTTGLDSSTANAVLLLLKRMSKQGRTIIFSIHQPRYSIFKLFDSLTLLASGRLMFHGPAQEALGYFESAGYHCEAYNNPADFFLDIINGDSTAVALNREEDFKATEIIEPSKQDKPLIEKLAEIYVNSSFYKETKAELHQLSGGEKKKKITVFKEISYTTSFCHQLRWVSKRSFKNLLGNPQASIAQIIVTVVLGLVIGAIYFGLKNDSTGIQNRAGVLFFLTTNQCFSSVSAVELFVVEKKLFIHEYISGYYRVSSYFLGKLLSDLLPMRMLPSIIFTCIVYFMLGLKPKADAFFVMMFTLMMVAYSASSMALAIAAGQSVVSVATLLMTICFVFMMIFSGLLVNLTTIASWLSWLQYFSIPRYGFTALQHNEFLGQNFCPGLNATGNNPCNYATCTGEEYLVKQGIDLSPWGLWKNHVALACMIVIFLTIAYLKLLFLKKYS
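test system = two drug-resistant human cell lines, ABCG2 and ABCB1 | amount = 3 million cells/mL final, two lines in 1:1 ratio | reagent = JC-1 transporter substrate | doses = one concentration, 6.6 µM final | incubation = 10 min at 25 °C | signal = flow cytometric JC-1 green MFI at 530 nm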
Pf gametocyte: late stage P. falciparum gametocyte viability inhibitors, primary screen, ATP luminescence, HTS; P. falciparum stage V gametocytes, 24 h; inhibition, % at 10.9 µM; hit rate 0.065% among 150,000; AID 743093, 2013;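 active means inhibition above the mean plus 3 SD of compounds within the control limits, set per campaign, cut at about 38% in these data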;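 further: 0% = DMSO wells and 100% = medium only without gametocytes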
* hit, by the source's call; ? = inconclusive; nt = no result given.

Each structure is followed by: ABCG2 block	Avidin fluor	Rab2A wt mod	Pf gametocyte	Rab7 wt GTP bind	Cdc42 wt GTP	GSH bead fluor	HRas wt GTP bind	Rac1 act GTP bind	ABCB1 inh	Rac1 wt GTP bind
> Cc1ccc(C(=O)Nc2cc(Cl)ccc2Oc2ccccc2)cc1[N+](=O)[O-]
  2	7	97	nt	99	97	19	99	96	0.3	102
> COCCN1C(=O)N[C@@H](c2ccc(Br)cc2)C(C(C)=O)=C1C
  3	11	99	nt	99	102	20	100	96	2.0	103
> CCCCn1nnnc1SCC(=O)NCc1ccccc1
  6	38	102	22	101	103	17	101	100	0.7	102
> COc1ccc(-c2cc(C(F)(F)F)nc(S(C)(=O)=O)n2)cc1OC
  5	9	100	nt	104	102	10	101	103	0.4	105
> COc1ccc(C)cc1N(CC(=O)O)S(=O)(=O)c1ccc(C)cc1
  3	13	101	nt	101	106	24	101	98	0.0	101
> CC(C)n1c(SCC(=O)Nc2ccccc2N2CCOCC2)nc2c1c(=O)n(C)c(=O)n2C
  3	20	97	-14	97	102	17	101	94	4.6	105
> Cc1ccc(C(=O)NC(=S)N2CCN(C(=O)OC(C)(C)C)CC2)cc1Br
  1	9	100	0	102	95	24	99	94	0.8	100
> CN(C)c1ccc(C(CC(=O)O)NC(=O)c2ccc(Cl)cc2)cc1 (stereo not given)
  0	8	94	-8	95	94	48	95	94	0.0	95
> CCSc1nc2c(c(=O)[nH]c(=O)n2C)n1C
  34	17	103	22	102	100	14	100	99	-0.2	103
> O=C(Nc1ccccc1Cl)C(Cl)C(=O)c1ccccc1 (stereo not given)
  -8	9	98	-6	97	99	71	93	95	-3.9	97
> CC(C)N(C(=O)CSc1nnc(CSc2ncccn2)n1C)C(C)C
  4	10	?	10	?	?	15	?	?	-0.4	?
> Cc1ccccc1CSc1nnc(C)c(=O)n1N
  -4	12	95	nt	96	95	20	96	95	-0.5	94
> Cc1c(Cl)c([N+](=O)[O-])nn1CCCC(=O)Nc1sc2c(c1C#N)CCC2
  20	11	94	-26	95	96	24	98	95	1.5	97
> Cn1cnnc1SCC(=O)c1ccc2c(c1)OCCO2
  -5	9	101	nt	99	102	12	99	99	-4.3	101
> Cc1ccc(-c2cccc(CN3CCN(C(C)C)C(CCO)C3)c2)o1 (stereo not given)
  4	3	100	-53	104	99	10	98	96	0.6	101
> O=C(NCc1cccnc1)c1ccc([N+](=O)[O-])o1
  2	13	96	-4	99	96	11	96	97	0.1	97
> Cc1cccc(C(=O)NC2CCN(C(=O)Nc3ccccc3C)CC2)c1
  2	11	100	16	105	98	19	100	95	0.3	101
> OCCCNc1nc(-c2ccc(Br)cc2)nnc1-c1ccc(Cl)cc1
  -2	4	100	nt	103	98	6	100	99	0.2	99
> CC1CN(S(=O)(=O)c2cccc(C(=O)NCCCn3ccnc3)c2)CC(C)O1 (stereo not given)
  0	9	101	nt	102	103	11	100	100	-0.2	103
> COc1cccc(-c2nn(-c3ccccc3)cc2C(=O)Nc2nccs2)c1
  3	18	100	-26	99	101	33	99	100	0.5	101
> CC(NS(=O)(=O)c1ccc(Br)cc1)C(=O)NCc1ccco1 (stereo not given)
  1	7	97	18	101	95	11	98	96	0.0	103
> COc1ccc(/C=N/n2cnc3scc(-c4cccs4)c3c2=O)cc1OC
  11	13	100	-5	99	101	10	101	99	0.4	105
> CC(OC(=O)c1ccc2ncsc2c1)C(=O)N1CCCC1 (stereo not given)
  2	8	94	8	105	94	10	96	94	0.3	98
> O=C(Nc1ccc(S(=O)(=O)N2CCCC2)cc1)C1COc2ccccc2O1 (stereo not given)
  3	20	99	nt	104	101	15	100	99	0.4	104
> COC(=O)CCP(=O)(O)Cc1ccccc1CP(=O)(O)CCC(=O)OC
  -1	16	102	nt	97	104	23	101	101	-0.3	107
> COc1cccc(NC(=O)CSc2nc3ccccc3c(=O)n2Cc2cccs2)c1
  5	3	96	-2	98	96	9	97	96	7.5	101
> C[C@H](NC(=O)c1nc[nH]c1C(=O)N[C@H](C)c1ccccc1)C(=O)OC(C)(C)C
  3	1	95	nt	94	96	18	95	97	0.6	99
> CCCc1cc(-c2n[nH]c(=S)n2CC(C)C)cs1
  -2	2	98	-6	96	94	6	98	94	-0.6	97
> CCc1ccc(NC(=O)C(C)OC(=O)C2CCC(=O)N2)cc1 (stereo not given)
  2	12	99	15	100	103	25	100	99	0.3	104
> Cc1c(Cc2ccc3c(c2)OCO3)sc(NC(=O)c2cccc3ccccc23)c1C(N)=O
  -4	2	96	nt	100	97	15	99	95	-0.8	101

Record cards, from the list above. Screens in order: ABCG2 block, Avidin fluor, Rab2A wt mod, Pf gametocyte, Rab7 wt GTP bind, Cdc42 wt GTP, GSH bead fluor, HRas wt GTP bind, Rac1 act GTP bind, ABCB1 inh, Rac1 wt GTP bind
Shown for CCc1ccc(NC(=O)C(C)OC(=O)C2CCC(=O)N2)cc1 (stereo not given) → 2, 12, 99, 15, 100, 103, 25, 100, 99, 0.3, 104
Shown for CC(NS(=O)(=O)c1ccc(Br)cc1)C(=O)NCc1ccco1 (stereo not given) → 1, 7, 97, 18, 101, 95, 11, 98, 96, 0.0, 103
Shown for Cc1ccccc1CSc1nnc(C)c(=O)n1N → -4, 12, 95, nt, 96, 95, 20, 96, 95, -0.5, 94

(more compounds)
Each structure is followed by: ABCG2 block	Avidin fluor	Rab2A wt mod	Pf gametocyte	Rab7 wt GTP bind	Cdc42 wt GTP	GSH bead fluor	HRas wt GTP bind	Rac1 act GTP bind	ABCB1 inh	Rac1 wt GTP bind
> CCC(C(=O)N1CC2(C)CC1CC(C)(C)C2)N1C(=O)c2ccccc2C1=O (stereo not given)
  1	9	109	nt	105	106	20	106	102	0.7	106
> C=CC[n+]1c(-c2ccc(C)cc2)csc1Nc1c(C)n(C)n(-c2ccccc2)c1=O
  4	20	96	nt	105	93	10	98	93	0.8	95
> NC(=O)c1ccsc1NC(=O)COC(=O)c1ccccc1NCc1ccco1
  40	34	100	nt	96	106	22	101	100	0.5	110
> N#Cc1nc(COc2ccccc2Cl)oc1NCc1ccco1
  1	34	95	nt	98	97	12	97	96	0.1	96
> CC(C)(C)n1ncc2c(=O)n(CC(=O)N3CCN(c4ccccc4)CC3)cnc21
  1	24	102	nt	103	101	8	100	102	0.6	103
> CC1=C(C(=O)N(C)C)C(c2ccccc2OC(F)F)NC(=O)N1 (stereo not given)
  8	9	94	22	93	95	10	95	96	0.7	101
> Cc1nn(Cc2ccc(C(=O)NC(C)(C)C)o2)c(C)c1Br
  2	11	100	nt	102	98	22	101	99	0.4	101
> C=CCc1ccc(OCCOc2cccc3cccnc23)c(OC)c1
  8	4	101	-10	101	98	15	99	96	1.8	100
> CCn1c(SCC(=O)Nc2cccc(F)c2)nnc1-c1cc2cc(Br)ccc2o1
  10	12	101	nt	102	104	42	103	100	-0.9	109
> COC(=O)c1cccc(NS(=O)(=O)c2cccs2)c1C
  6	24	101	-55	102	105	28	102	99	0.8	101
> Cn1nccc1C(=O)N1CCc2ccccc21
  1	20	?	nt	?	?	21	?	?	0.0	?
> COc1cc2c(cc1OC)CN(CC(=O)NC(=O)NC1CCCCC1)CC2
  11	10	97	0	98	97	9	96	98	3.3	99
> O=C(Cn1nc(-c2ccccc2)ccc1=O)Nc1ccc(N2CCN(C(=O)c3cccs3)CC2)cc1
  5	9	94	-1	94	91	13	93	92	2.0	96
> COc1ccc(-n2c(=O)c3ccccc3c3ccccc3c2=O)c(OC)c1
  8	10	100	nt	100	100	9	100	96	0.8	101
> N=c1c2ccccc2nnn1-c1cccc(C(F)(F)F)c1
  11	10	96	9	102	92	13	96	91	-0.6	92
> Cc1ccc(-n2c(SCC(=O)NCc3ccco3)nc3sc4c(c3c2=O)CC(C)(C)SC4)cc1
  0	13	100	7	100	103	31	103	100	-5.2	102
> Cc1ccc2nc(C)c(C(=O)O)cc2c1
  0	23	102	11	105	99	10	101	98	-0.1	102
> Cc1nn(Cc2ccc(Cl)cc2)c(C)c1NC(=O)Cn1nc([N+](=O)[O-])c(Cl)c1C
  3	13	97	-7	98	96	9	98	94	1.0	97
> Cc1cnn(CCC(=O)NNC(=S)NCC(C)C)c1
  5	2	100	0	103	102	7	102	104	1.0	108
> Cc1cc(C(=O)N2CCN(c3ncccn3)CC2)c(C)o1
  22	11	100	nt	100	103	35	102	101	0.7	106
> Cc1cnc(NC(=O)c2c(O)c3cccc4c3n(c2=O)CCC4)s1
  4	11	93	nt	94	97	31	94	97	1.5	96
> C#CCSc1nnc(-c2ccc([N+](=O)[O-])cc2)o1
  2	10	96	2	103	95	19	94	94	0.1	96
> Cn1cccc1/C=N/n1cnnc1
  2	5	98	6	95	99	44	98	97	0.5	97
> CCC(=NC(CC)CO)C1=C(O)CC(C)(C)CC1=O (stereo not given)
  0	2	99	9	94	99	20	99	99	-0.1	100
> COC(=O)c1c(-c2ccc3ccccc3c2)csc1NC(=O)Cc1ccc(OC)c(OC)c1
  1	13	99	10	102	99	4	101	95	0.6	100

In the list so far, these have an NH in an aromatic ring:
Each structure is followed by: ABCG2 block	Avidin fluor	Rab2A wt mod	Pf gametocyte	Rab7 wt GTP bind	Cdc42 wt GTP	GSH bead fluor	HRas wt GTP bind	Rac1 act GTP bind	ABCB1 inh	Rac1 wt GTP bind
> CCSc1nc2c(c(=O)[nH]c(=O)n2C)n1C
  34	17	103	22	102	100	14	100	99	-0.2	103
> C[C@H](NC(=O)c1nc[nH]c1C(=O)N[C@H](C)c1ccccc1)C(=O)OC(C)(C)C
  3	1	95	nt	94	96	18	95	97	0.6	99
> CCCc1cc(-c2n[nH]c(=S)n2CC(C)C)cs1
  -2	2	98	-6	96	94	6	98	94	-0.6	97

Rows were taken by chance; any-hit rate near 1.1%.
